# Source: PubChem (several laboratories)
# Vif imaging: inhibitors of HIV Vif; inhibition, % at 7.49 µM; actives 0.35% (n = 340,000); HEK293T cells, Vif self-association by quenched fluorescence, imaging, 24 h; in the data active = inhibition above about 50%, passing the limit was not always enough; inconclusive = no clear call, values can overlap the other calls; inactive = below about 31%; note: some results filed as inactive read as strong as hits
# TRPM1 prom inh: reduces MITF-dependent TRPM1 promoter luciferase signal | actives 0.83% (n = 330,000) | inhibition, % at 12.5 µM | SK-MEL-5 TRPM1 promoter luciferase, 24 h;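 active = mean inhibition across replicates of 60% or more, whatever share of single replicates reaches that level; inconclusive = some that reach 60%, reason not given; inactive = mean inhibition across replicates below 60%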; note: values of inactives mirror those of a sister screen read the other way
# PDI turbidity: inhibitors of human protein disulfide isomerase; P07237; PDI insulin aggregation turbidity, A650, 90 min; inhibition, % at 10 µM; actives 0.052% (n = 350,000); AID 588391;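 active = mean inhibition across replicates of 30% or more, whatever share of single replicates reach that level; inconclusive = mean inhibition below 30% while every single replicate reaches 30%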;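 note: absorbance from insulin aggregation driven by PDI reduction with DTT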
# Target sequence (P07237 whole entry, looked up): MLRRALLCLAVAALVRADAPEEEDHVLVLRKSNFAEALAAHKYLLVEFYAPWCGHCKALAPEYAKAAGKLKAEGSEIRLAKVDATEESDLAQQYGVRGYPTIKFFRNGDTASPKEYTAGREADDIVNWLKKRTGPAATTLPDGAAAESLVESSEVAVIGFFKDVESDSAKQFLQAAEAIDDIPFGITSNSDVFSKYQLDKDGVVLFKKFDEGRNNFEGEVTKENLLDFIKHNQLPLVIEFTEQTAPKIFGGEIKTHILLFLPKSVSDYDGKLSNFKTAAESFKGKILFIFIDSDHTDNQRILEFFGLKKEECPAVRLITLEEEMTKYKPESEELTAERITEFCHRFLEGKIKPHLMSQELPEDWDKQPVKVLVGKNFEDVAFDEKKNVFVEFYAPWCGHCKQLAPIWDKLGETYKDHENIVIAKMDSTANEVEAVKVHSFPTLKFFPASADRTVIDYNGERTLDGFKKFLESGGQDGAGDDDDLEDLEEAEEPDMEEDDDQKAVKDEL
# Peg3 promoter: Peg3 promoter activity inhibition. HeLa PEG-Prom luciferase reporter, luminescence, overnight. inhibition, % at 20 µM. actives 1.7% (n = 360,000). AID 588405;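 active = inhibition of at least 50% at 20 µM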
# NR2E3 ag-1: agonists of human nuclear receptor NR2E3; GST-NR2E3/biotin-RetCOR TR-FRET, 1536-well; inhibition of corepressor binding, % at 4.78 µM; actives 0.12% (n = 320,000); AID 2300;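 active = percent inhibition above the cutoff of mean plus 3 SD of all tested compounds, set per screening campaign, cut at about 20% in these data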;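 note: 0% = DMSO wells and 100% = biotin wells as full block of FRET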
# Target sequence (Q9Y5X4 whole entry, looked up): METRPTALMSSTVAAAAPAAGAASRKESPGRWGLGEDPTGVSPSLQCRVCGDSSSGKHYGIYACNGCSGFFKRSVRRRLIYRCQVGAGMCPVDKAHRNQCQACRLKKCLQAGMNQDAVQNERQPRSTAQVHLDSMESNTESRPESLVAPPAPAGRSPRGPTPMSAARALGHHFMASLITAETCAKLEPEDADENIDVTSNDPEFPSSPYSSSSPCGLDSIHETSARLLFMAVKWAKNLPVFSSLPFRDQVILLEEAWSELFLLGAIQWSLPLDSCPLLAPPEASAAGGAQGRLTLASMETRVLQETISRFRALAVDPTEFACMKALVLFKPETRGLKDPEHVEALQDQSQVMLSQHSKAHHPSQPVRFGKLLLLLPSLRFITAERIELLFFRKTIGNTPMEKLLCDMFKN
#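 System: GST-NR2E3 and biotin-RetCOR proteins; probe or stimulus: 7 nM biotin-RetCOR; doses: compound at 4.8 µM, single dose; schedule: Compound–protein incubation for 5 h at 4 °C; detection: time-resolved FRET; read-out: percent inhibition; controls: biotin wells as high control, 0.6% DMSO wells as low control; format: 1536-well plates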
# aDG glyco act: alpha-DG glycosylation activation; Pro5-aDG cells, alpha-DG glycosylation AlphaScreen (IIH6); 0% Pro5, 100% B10-LARGE cell signal; activation, % at 10 µM; actives 0.22% (n = 360,000); AID 624168;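 active = activation of at least 8% versus controls, or a plate z-score of at least 8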;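 note: Pro5 are CHO cells carrying HIG-tagged alpha-DG that lacks glycosylation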
# NR2E3 ag-2: human photoreceptor-specific nuclear receptor agonism; actives 0.35% (n = 360,000); Q9Y5X4; inhibition of corepressor binding, % at 3.98 µM; AID 602229; CHO-S Gal4-NCOR/VP16-NR2E3 two-hybrid, luciferase;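 active = inhibition above the mean of all tested compounds plus 3 SD, cut at about 70% in these data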;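 note: 0% = DMSO with NR2E3 transfected cells and 100% = cells lacking NR2E3 construct; higher means lower luciferase signal from less NR2E3 corepressor binding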
# hiPSC survival: increases survival of single human iPS cells | hiPSC single-cell survival, ATPlite luminescence; 100% = ROCK inhibitor wells, 0% = DMSO | survival enhancement, % at 20 µM | actives 0.044% (n = 360,000) | AID 602274; in the data active = survival enhancement above about 18%;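 note: cells exposed to compounds for 16 hours before the ATP read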
# HIF-2a block: HIF-2a inhibition. inhibition, % at 18.8 µM. actives 0.72% (n = 360,000). 786-0 RCC cells HIF-2a reporter, luciferase luminescence, overnight;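 active = inhibition of the luminescence signal of 40% or more relative to plate controls, in a single-dose primary screen at 18.75 µM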
# CaV13 FRET inh: Primary screen for inhibitors of IQ motif and Ca2+-dependent inactivation inhibitor domain binding in CACNA1D, Förster resonance energy transfer in living cells, … | inhibition, % at 12.3 µM | HEK cells, CFP/YFP FRET ICDI-IQ, plate reader, 10 min; percent FRET-ratio fall versus neutral wells | actives 0.098% (n = 340,000);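 active = mean replicate inhibition of at least 30% and at least 1% of replicates passing that level; inconclusive = only one of the two criteria is met; inactive = neither criterion is met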;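 note: 0% = median of the neutral control wells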
# Granule exo inh: blocks lytic granule exocytosis | inhibition, % at 10 µM | actives 0.66% (n = 360,000) | TALL-104 LAMP-1 surface exposure, flow cytometry; cells stimulated with thapsigargin and PMA | AID 651702;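 active = inhibition above about 55%, limit read from the data; inconclusive = no clear call, values can overlap the other calls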
# Active calls of the source: *; ? = inconclusive; nt = no result given.
SMILES,Vif imaging,TRPM1 prom inh,PDI turbidity,Peg3 promoter,NR2E3 ag-1,aDG glyco act,NR2E3 ag-2,hiPSC survival,HIF-2a block,CaV13 FRET inh,Granule exo inh
CC1CCN(CCCNC(=O)C2CCCN(c3ncnc4c3nc3n4CCCCC3)C2)CC1 (configuration not stated),-4,0,5,-15,0,-0.2,1,0.1,9,-13,2
CCN(CC(=O)Nc1ccccc1C(F)(F)F)C(=O)CCc1nc2sc3c(c2c(=O)[nH]1)CCCC3,-3,-2,1,7,0,0.1,-8,-0.4,0,-6,-7
CN(C(=O)CSc1nnc(-c2cccnc2)o1)C1CCCCC1,-4,-8,12,0,1,0.1,-6,0.7,-6,-2,-11
O=C(Nc1oc2ccccc2c(=O)c1-c1ccc(Cl)cc1)c1ccco1,-3,5,?,-8,6,-0.1,-28,-0.4,-14,-4,-1
COc1ccc(NC(=O)c2nc(C)n(-c3ccc([N+](=O)[O-])cc3)n2)cc1,1,-11,-5,4,1,-0.2,-9,-1.7,4,-4,-1
CCC(=O)N1N=C(c2cccs2)CC1c1ccc(OC)cc1 (configuration not stated),3,-11,8,-28,nt,0.0,-29,-0.5,-38,-1,-9
CCCCNC(=O)CSc1nc2ccc(NC(=O)CSc3nnc(COc4ccccc4C)n3C)cc2s1,0,18,-4,9,-2,-0.1,-2,4.8,10,nt,-3
Cc1ccc(-n2ncc(C(=O)NC3CC3)c2C2CCN(C(=O)OC(C)(C)C)CC2)cc1,-1,6,-5,1,3,-0.2,-14,0.9,-4,-2,-2
O=C(NCc1ccco1)c1cc(-c2ccc(F)cc2)on1,12,-70,13,-181,3,-0.5,-93,-1.9,-267,-8,-2
O=C(CSc1nc2cc(Cl)ccc2o1)NCCc1ccccc1,-7,16,-7,-2,-2,0.0,-17,0.3,-6,-10,-3
COc1cccc(CN2C(=O)NC3(CCCCCC3)C2=O)c1,11,-8,0,-2,6,0.1,-10,-0.5,-9,-4,-1
CC(C)OCCCNC(=O)C1CC(=O)N(C2CCCCCCC2)C1 (configuration not stated),-1,-7,-5,1,0,0.0,-14,-1.3,23,nt,0
COc1cc2[nH]c(=O)n(CCC(=O)NCc3cccnc3)c(=O)c2cc1OC,7,2,0,4,-4,0.0,5,2.3,15,-4,0
O=C(NN1C(=O)C2C3C=CC(C4CC34)C2C1=O)c1ccc(Br)cc1 (configuration not stated),0,14,-3,-22,2,0.1,16,-0.7,13,-2,-2
CC(=O)c1ccc(NC(=O)Nc2ccncc2)cc1,-9,-42,4,-56,0,0.2,-3,-0.6,-81,-4,6
COc1ccc(CN(C)C(=O)c2ccncc2)c(OC)c1,0,1,-6,20,4,0.0,-2,2.5,10,nt,-2
CCc1nc2c(OCc3ccc(C(F)(F)F)cc3)cccn2c1N(C)C(=O)c1ccncc1,0,nt,-6,0,nt,0.0,21,-0.6,6,-5,-10
COC(=O)c1cccc(NC(=O)/C(=C\c2ccco2)NC(=O)c2ccco2)c1,nt,nt,-5,-4,nt,-0.1,-40,-0.2,-7,-12,21
Cc1ccc(Cn2c(CCNc3nc(-c4ccc(C)cc4)cs3)nc3cc(C(=O)NCCCO)ccc32)cc1,-12,10,10,25,2,0.0,-3,1.2,5,-5,-5
CC(C)c1ccc(NC(=S)Nc2ccc3cn[nH]c3c2)cc1,-3,-8,0,-136,2,0.3,-42,-1.0,-153,-4,8
CC(=O)OC1CCC2(C)C(COc3ccc4ccc(=O)oc4c3)C(C)(O)CCC2C1(C)C (configuration not stated),0,-4,2,8,0,-0.8,-10,10,30,-5,-3
CCOC(=O)c1cccc(NC(=O)C(NS(=O)(=O)c2ccc3c(c2)CCN3C(C)=O)C(C)C)c1 (configuration not stated),-6,4,0,-1,-2,-0.2,-21,3.1,3,1,-3
CN(C)C(CNC(=O)c1ccccc1C(F)(F)F)c1ccco1 (configuration not stated),-1,1,-6,-7,1,-0.2,-30,0.4,14,-3,-6
Cc1cc(C)cc(NC(=O)CN2CCC(NC(=O)c3ccccc3F)CC2)c1,0,16,4,15,3,0.0,1,-0.5,24,-19,-6
N#C/C(=C(/O)COc1ccccc1)c1nnc2n1CCCCC2,0,11,1,8,3,0.2,10,0.4,9,-5,-2
CCOc1ccc(/C(O)=C2/C(=O)C(=O)N(CCCN3CCOCC3)C2c2ccc(F)cc2)cc1C (configuration not stated),-10,11,7,-7,3,0.1,-11,-0.4,3,-3,12
COc1ccc(NC(=O)C2CCN(S(=O)(=O)c3ccccc3)CC2)cc1,12,11,2,16,0,1.1,9,-0.4,12,-5,-2
O=C(CCN1C(=O)COc2ccccc21)NCc1cccnc1,7,4,-1,15,0,-0.4,-7,-0.2,0,-7,0
CCOC(=O)CCCNC(=O)CSc1nnc(-c2ccccc2)c(-c2ccccc2)n1,12,0,10,-3,0,0.1,-30,0.1,2,-18,-4
Nc1ccc(C(=O)N2CCN(S(=O)(=O)c3ccc4c(c3)OCCO4)CC2)cc1[N+](=O)[O-],-5,7,1,23,0,0.0,-48,-0.3,16,-6,-8
CC(Sc1ncccn1)C(=O)NNC(=O)c1cccc(Cl)c1 (configuration not stated),3,-8,4,7,nt,0.0,15,-0.1,6,-7,-6
C=CCOC(=O)/C(=C/c1cccc2ccccc12)NC(=O)c1ccccc1,-5,-12,2,-233,7,-0.1,-163,0.0,-227,-5,2
Brc1ccccc1/C=N/Nc1ccccn1,5,-32,2,-157,0,0.0,-68,0.1,-186,-3,-3
COc1cc2[nH]c(=O)c(C(=O)NCc3ccc(F)cc3)c(O)c2cc1OC,-1,-14,11,-13,nt,-0.1,-17,1.1,-1,-4,-4
Cn1c(NCc2ccc3occc3c2)nc2cc(-c3cccc(C(F)(F)F)c3)sc2c1=O,-10,nt,-4,-15,nt,0.1,-32,-1.2,-21,-5,1
CCCCC[C@H]1CCCCC[C@@H](O)C[C@H](O)[C@H](O)/C=C/C(=O)O1,nt,nt,nt,nt,nt,0.0,18,-0.5,13,-7,-2
CCn1nccc1C(=O)Nc1ccc(Cl)cc1Cl,-1,-19,-1,-96,1,0.5,-23,-0.8,-192,-7,-1
C[C@@H]1CN([C@@H](C)CO)C(=O)c2cccc(NS(C)(=O)=O)c2O[C@H]1CN(C)C(=O)Nc1ccc(F)cc1,-2,0,-3,-2,nt,0.1,-8,4.3,3,-5,-12
O=C(Nc1ccc(Cl)cc1C(=O)NCCN1CCOCC1)c1ccco1,-5,-4,-11,3,0,-0.4,1,2.4,4,-5,-3
CCCCCCC[C@@H](C/C=C/CCC(=O)N(C)C/C(=C/Cl)C/C(=C\C(=O)N1C[C@H](O)CC1=O)OC)OC,0,11,2,7,nt,0.7,62,2.6,-6,-4,3
O=C1CC(c2ccco2)c2ccc3ccccc3c2N1 (configuration not stated),-7,2,0,-12,-4,0.4,-54,4.6,-35,-4,3
CCN(CC(=O)Nc1c(F)cccc1F)C(=O)CNC(=O)c1ccc(C)s1,-4,11,0,-6,3,0.1,6,4.1,19,-3,-2
CCOc1ccc(OCC)c(S(=O)(=O)NCCCN2CCOCC2)c1,11,11,7,3,-2,-0.4,12,4.0,3,nt,2
COc1ccc(C(=O)Nn2c(SCC(=O)NCc3ccccc3)nc3ccccc3c2=O)cc1,6,-8,-3,-14,1,0.0,-40,-1.0,-2,-6,-4
CCOc1ccc(Nc2ccnc3cc(Cl)ccc23)cc1,-7,-10,-6,-30,4,0.9,3,-0.5,-52,-15,0
Cn1ncc2c(Nc3ccc(Br)cc3)nc(Nc3ccc(Br)cc3)nc21,-4,8,-8,25,3,1.1,-37,-0.5,-6,-4,-6
O=C(Nc1ccc(Cl)cc1)Nc1ccc(-c2cnco2)cc1,-2,-30,-1,-28,2,0.0,-7,0.4,-41,-18,11
COc1ccsc1C(=O)N1CCN(Cc2ccc3c(c2)OCO3)CC1,-14,-2,-1,-2,2,-0.1,19,-4.8,4,-4,-1
CCN(CC)CCNC(=O)c1cc2c(=O)n(C)c3ccccc3c2s1,-13,-6,16,8,0,-0.1,-20,-0.6,-7,-9,22
CCOc1ncccc1C(=O)NNC(=O)c1cccc(S(=O)(=O)Nc2ccccc2OC)c1,-1,-7,2,7,-1,0.0,-8,-0.1,11,-4,-4
CCOCCCNC(=O)c1cc(Sc2ccc(C)cc2)nc2ccccc12,-23,-6,-1,18,2,-0.1,-15,14,15,-3,-3
Cc1cc2c(ncn2Cc2ccccc2)c(NS(C)(=O)=O)c1C,nt,17,0,12,3,0.1,-7,-1.0,16,-5,-2
S=C(NCc1ccccc1)Nc1ccncc1,-21,9,-7,0,0,1.2,28,-0.1,14,-6,2
O=C(/C=C1\NC2(CCCC2)Cc2ccccc21)C(=O)N/N=C/c1ccccc1O,5,13,1,18,-2,0.4,9,-0.9,-3,-6,27
CC(=O)N/C(=C\c1ccc(F)cc1)C(=O)OC(C)C,-1,-1,-2,15,2,0.2,-33,-0.9,8,-4,0
CCCc1ccc(OCC(O)CN2CCN(C(=O)OCC)CC2)cc1 (configuration not stated),nt,13,-14,12,0,0.2,-29,1.1,12,-20,3
O=C1NCC(=O)N2C(c3ccccc3)c3[nH]c4ccccc4c3C[C@@H]12 (some centres not stated),20,8,-4,17,-5,-0.2,14,0.8,19,-5,1
CSc1ccc(CCNC(=O)CSc2ccsc2[N+](=O)[O-])cc1,1,4,10,2,3,-0.2,4,0.1,-9,-6,-1
COc1ccc(C/C(C)=N/NC(=S)Nc2ccc(C)c(C)c2)cc1,7,-10,7,0,5,-0.1,-40,-0.1,-34,-20,-4
Cc1ccc(S(=O)(=O)N(CC2CO2)c2cccc([N+](=O)[O-])c2)cc1 (configuration not stated),-3,5,-3,11,3,0.0,9,0.0,3,-2,-12
# Remaining list, next part:
SMILES,Vif imaging,TRPM1 prom inh,PDI turbidity,Peg3 promoter,NR2E3 ag-1,aDG glyco act,NR2E3 ag-2,hiPSC survival,HIF-2a block,CaV13 FRET inh,Granule exo inh
Fc1ccc(COc2cccc(-c3n[nH]c(=S)o3)c2)cc1,3,15,9,-202,10,0.4,-26,-2.5,-47,-2,-1
CCOC(=O)CN1N=C(/C=C/c2ccc(C(C)C)cc2)CCC1=O,16,-11,0,-127,4,-0.3,-57,-0.4,-138,-3,-1
CCN(Cc1ccncc1)Cc1nc(CC2CC2)no1,9,3,-3,10,6,-0.1,2,1.9,16,-4,-2
Cc1cnc(SCc2cnc(C)nc2N)nc1,-1,9,13,3,-3,0.1,-38,0.0,10,-6,-1

# Two entries drawn at random from those above:
SMILES,Vif imaging,TRPM1 prom inh,PDI turbidity,Peg3 promoter,NR2E3 ag-1,aDG glyco act,NR2E3 ag-2,hiPSC survival,HIF-2a block,CaV13 FRET inh,Granule exo inh
CCOC(=O)CN1N=C(/C=C/c2ccc(C(C)C)cc2)CCC1=O,16,-11,0,-127,4,-0.3,-57,-0.4,-138,-3,-1
Fc1ccc(COc2cccc(-c3n[nH]c(=S)o3)c2)cc1,3,15,9,-202,10,0.4,-26,-2.5,-47,-2,-1
